Screening results deposited in PubChem by Broad Institute.
TcdB inh – TcdB glycohydrolase inhibitors, primary screen, biochemical, single point, plate reader; Toxin B (Clostridioides difficile), P18177; TcdB glycohydrolase enzymatic assay; inhibition, % at 9.99 µM; 350,000 compounds, 0.24% hits; in the data active = inhibition above about 10%
Target sequence (P18177 whole entry, looked up): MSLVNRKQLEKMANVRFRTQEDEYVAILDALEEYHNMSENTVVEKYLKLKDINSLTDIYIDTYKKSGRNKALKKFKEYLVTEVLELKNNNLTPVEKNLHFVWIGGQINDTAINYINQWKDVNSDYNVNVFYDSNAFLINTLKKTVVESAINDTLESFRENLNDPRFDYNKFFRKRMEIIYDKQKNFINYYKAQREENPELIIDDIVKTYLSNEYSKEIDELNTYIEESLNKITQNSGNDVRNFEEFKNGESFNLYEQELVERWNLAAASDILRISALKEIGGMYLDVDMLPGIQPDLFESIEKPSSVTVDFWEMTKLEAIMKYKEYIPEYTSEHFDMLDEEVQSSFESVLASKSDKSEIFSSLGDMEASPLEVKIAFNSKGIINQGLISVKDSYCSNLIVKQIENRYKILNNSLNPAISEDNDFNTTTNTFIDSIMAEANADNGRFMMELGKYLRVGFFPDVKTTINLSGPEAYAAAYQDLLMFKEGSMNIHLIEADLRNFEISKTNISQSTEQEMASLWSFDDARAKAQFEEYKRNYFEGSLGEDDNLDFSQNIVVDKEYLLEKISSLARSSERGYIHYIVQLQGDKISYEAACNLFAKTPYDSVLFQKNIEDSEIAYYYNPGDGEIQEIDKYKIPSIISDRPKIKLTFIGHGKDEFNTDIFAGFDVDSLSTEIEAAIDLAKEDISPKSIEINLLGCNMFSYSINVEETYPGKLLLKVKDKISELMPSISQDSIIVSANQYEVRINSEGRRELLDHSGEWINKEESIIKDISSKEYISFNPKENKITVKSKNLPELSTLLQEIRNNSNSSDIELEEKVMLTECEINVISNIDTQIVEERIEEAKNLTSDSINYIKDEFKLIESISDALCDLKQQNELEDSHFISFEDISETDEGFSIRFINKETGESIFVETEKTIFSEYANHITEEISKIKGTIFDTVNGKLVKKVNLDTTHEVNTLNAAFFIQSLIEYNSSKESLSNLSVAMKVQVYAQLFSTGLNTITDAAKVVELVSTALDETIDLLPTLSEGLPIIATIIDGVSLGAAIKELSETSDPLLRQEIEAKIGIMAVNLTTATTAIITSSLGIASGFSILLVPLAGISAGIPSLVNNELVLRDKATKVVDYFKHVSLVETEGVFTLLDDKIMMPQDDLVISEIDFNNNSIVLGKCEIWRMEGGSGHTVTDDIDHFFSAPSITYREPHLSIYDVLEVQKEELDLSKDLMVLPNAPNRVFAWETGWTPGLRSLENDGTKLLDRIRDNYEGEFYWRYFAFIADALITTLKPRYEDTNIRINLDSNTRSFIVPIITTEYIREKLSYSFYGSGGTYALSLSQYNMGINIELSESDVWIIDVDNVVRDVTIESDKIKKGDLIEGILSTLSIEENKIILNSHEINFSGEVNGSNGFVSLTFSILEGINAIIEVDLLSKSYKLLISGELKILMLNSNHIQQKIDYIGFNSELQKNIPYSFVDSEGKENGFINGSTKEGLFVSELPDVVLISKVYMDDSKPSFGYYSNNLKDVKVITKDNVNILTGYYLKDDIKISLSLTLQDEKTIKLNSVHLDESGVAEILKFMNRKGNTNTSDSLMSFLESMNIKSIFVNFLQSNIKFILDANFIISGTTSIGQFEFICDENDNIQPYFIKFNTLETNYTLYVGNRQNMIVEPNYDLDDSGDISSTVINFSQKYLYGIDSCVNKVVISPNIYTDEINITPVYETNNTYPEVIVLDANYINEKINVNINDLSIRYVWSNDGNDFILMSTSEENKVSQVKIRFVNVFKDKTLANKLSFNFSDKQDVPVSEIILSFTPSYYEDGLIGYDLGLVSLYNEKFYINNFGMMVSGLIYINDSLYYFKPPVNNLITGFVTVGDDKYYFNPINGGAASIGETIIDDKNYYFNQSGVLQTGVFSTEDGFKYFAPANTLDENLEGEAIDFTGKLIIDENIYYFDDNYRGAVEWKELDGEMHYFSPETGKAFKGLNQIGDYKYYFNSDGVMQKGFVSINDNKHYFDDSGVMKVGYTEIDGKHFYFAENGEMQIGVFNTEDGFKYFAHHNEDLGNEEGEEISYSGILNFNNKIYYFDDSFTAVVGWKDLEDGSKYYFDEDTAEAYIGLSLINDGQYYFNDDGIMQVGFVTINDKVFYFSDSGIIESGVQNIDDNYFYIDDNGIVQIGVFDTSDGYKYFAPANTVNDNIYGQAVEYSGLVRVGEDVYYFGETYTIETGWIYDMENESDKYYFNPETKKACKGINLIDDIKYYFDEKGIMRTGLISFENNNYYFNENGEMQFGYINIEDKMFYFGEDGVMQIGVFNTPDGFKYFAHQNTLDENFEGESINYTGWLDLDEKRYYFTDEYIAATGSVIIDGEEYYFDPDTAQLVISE
Starred values were filed as active, the others as inactive.

SMILES	TcdB inh
CC(C)CC#Cc1cnc2c(c1)C(=O)N([C@@H](C)CO)C[C@@H](C)[C@@H](CN(C)C(=O)c1ccc3c(c1)OCO3)O2	0.1
C[C@H]1CN([C@@H](C)CO)C(=O)c2cc(C#CCN(C)C)cnc2O[C@@H]1CN(C)C(=O)c1cnccn1	1.0
C/C=C/c1ccc(C2[C@H]3CNC[C@@H]2N3CC2CCOCC2)cc1 (stereo partly drawn)	-1.0
CNC[C@@H]1Oc2c(NC(=O)NC(C)C)cccc2C(=O)N([C@@H](C)CO)C[C@@H]1C	0.5
C[C@H]1CN([C@@H](C)CO)C(=O)c2cccc(NC(=O)Nc3ccccc3)c2O[C@H]1CN(C)S(=O)(=O)c1ccc(Cl)cc1	0.3
O=C(C1CCCCC1)N1CC(=O)N2[C@@H](CO)[C@H](c3ccc(-c4cccnc4)cc3)[C@@H]2C1	0.9
CC(C)NC(=O)Nc1ccc2c(c1)C(=O)N([C@H](C)CO)C[C@@H](C)[C@@H](CN(C)S(=O)(=O)c1ccc(F)cc1)OCCCC[C@H](C)O2	1.3
O=C(C[C@H]1C=C[C@@H](NC(=O)Cc2ccccn2)[C@H](CO)O1)NCCCN1CCOCC1	1.2
COc1ccc2c3c([nH]c2c1)[C@@H](CO)N(C(=O)Nc1ccc(F)cc1)CC31CN(Cc2cc(F)ccc2F)C1	0.4
C[C@@H]1CCCCO[C@@H](CN(C)S(=O)(=O)c2cccs2)[C@@H](C)CN([C@H](C)CO)C(=O)c2cc(NS(=O)(=O)c3cn(C)cn3)ccc2O1	-4.2
COCC#Cc1ccc2c(c1)O[C@@H](CN(C)Cc1cccnc1)[C@@H](C)CN([C@H](C)CO)S2(=O)=O	-0.8
CCCNC(=O)N(C)C[C@H]1Oc2cc(-c3ccccc3)ccc2S(=O)(=O)N([C@@H](C)CO)C[C@@H]1C	-0.3
COc1ccc(-c2ccc3n(c2=O)C[C@@H]2[C@@H](CO)[C@H](C(=O)N4CCCCC4)[C@H]3N2C)cc1	0.8
C[C@@H]1CN([C@@H](C)CO)C(=O)Cc2cc(NS(=O)(=O)c3ccccc3)ccc2O[C@H]1CN(C)CC1CCCCC1	1.7
C[C@@H]1CN([C@@H](C)CO)C(=O)c2c(c3ccccc3n2C)-c2ccccc2CO[C@H]1CN(C)Cc1cccc2c1OCCCO2	1.6
C[C@H](NC(=O)C[C@@H]1C=C[C@H](NS(=O)(=O)c2cccc(F)c2)[C@H](CO)O1)c1ccccc1	-8.4
CO[C@H]1CN(C)C(=O)c2ccc(NS(=O)(=O)c3ccc(-c4ccccc4)cc3)cc2OC[C@@H](C)NC[C@H]1C	1.4
O=C(NCC[C@H]1CC[C@@H](NS(=O)(=O)c2ccc(Cl)cc2)[C@@H](CO)O1)c1ccc2c(c1)OCO2	-0.5
C[C@@H]1CN([C@H](C)CO)C(=O)c2cccc(NS(=O)(=O)c3cn(C)cn3)c2O[C@@H]1CN(C)CC1CC1	0.3
C[C@H]1CN([C@@H](C)CO)C(=O)CCCn2cc(nn2)CO[C@H]1CN(C)S(=O)(=O)c1cccs1	1.0

A run of entries from further up:
SMILES	TcdB inh
C[C@@H]1CN([C@H](C)CO)C(=O)c2cccc(NS(=O)(=O)c3cn(C)cn3)c2O[C@@H]1CN(C)CC1CC1	0.3
C[C@H]1CN([C@@H](C)CO)C(=O)CCCn2cc(nn2)CO[C@H]1CN(C)S(=O)(=O)c1cccs1	1.0

Arranged by molecular weight (lowest first): 20 of the compounds above
SMILES	TcdB inh
C/C=C/c1ccc(C2[C@H]3CNC[C@@H]2N3CC2CCOCC2)cc1 (stereo partly drawn)	-1.0
CNC[C@@H]1Oc2c(NC(=O)NC(C)C)cccc2C(=O)N([C@@H](C)CO)C[C@@H]1C	0.5
O=C(C1CCCCC1)N1CC(=O)N2[C@@H](CO)[C@H](c3ccc(-c4cccnc4)cc3)[C@@H]2C1	0.9
O=C(C[C@H]1C=C[C@@H](NC(=O)Cc2ccccn2)[C@H](CO)O1)NCCCN1CCOCC1	1.2
COc1ccc(-c2ccc3n(c2=O)C[C@@H]2[C@@H](CO)[C@H](C(=O)N4CCCCC4)[C@H]3N2C)cc1	0.8
C[C@H](NC(=O)C[C@@H]1C=C[C@H](NS(=O)(=O)c2cccc(F)c2)[C@H](CO)O1)c1ccccc1	-8.4
C[C@H]1CN([C@@H](C)CO)C(=O)c2cc(C#CCN(C)C)cnc2O[C@@H]1CN(C)C(=O)c1cnccn1	1.0
C[C@H]1CN([C@@H](C)CO)C(=O)CCCn2cc(nn2)CO[C@H]1CN(C)S(=O)(=O)c1cccs1	1.0
COCC#Cc1ccc2c(c1)O[C@@H](CN(C)Cc1cccnc1)[C@@H](C)CN([C@H](C)CO)S2(=O)=O	-0.8
CCCNC(=O)N(C)C[C@H]1Oc2cc(-c3ccccc3)ccc2S(=O)(=O)N([C@@H](C)CO)C[C@@H]1C	-0.3
O=C(NCC[C@H]1CC[C@@H](NS(=O)(=O)c2ccc(Cl)cc2)[C@@H](CO)O1)c1ccc2c(c1)OCO2	-0.5
C[C@@H]1CN([C@H](C)CO)C(=O)c2cccc(NS(=O)(=O)c3cn(C)cn3)c2O[C@@H]1CN(C)CC1CC1	0.3
CC(C)CC#Cc1cnc2c(c1)C(=O)N([C@@H](C)CO)C[C@@H](C)[C@@H](CN(C)C(=O)c1ccc3c(c1)OCO3)O2	0.1
COc1ccc2c3c([nH]c2c1)[C@@H](CO)N(C(=O)Nc1ccc(F)cc1)CC31CN(Cc2cc(F)ccc2F)C1	0.4
CO[C@H]1CN(C)C(=O)c2ccc(NS(=O)(=O)c3ccc(-c4ccccc4)cc3)cc2OC[C@@H](C)NC[C@H]1C	1.4
C[C@@H]1CN([C@@H](C)CO)C(=O)Cc2cc(NS(=O)(=O)c3ccccc3)ccc2O[C@H]1CN(C)CC1CCCCC1	1.7
C[C@@H]1CN([C@@H](C)CO)C(=O)c2c(c3ccccc3n2C)-c2ccccc2CO[C@H]1CN(C)Cc1cccc2c1OCCCO2	1.6
C[C@H]1CN([C@@H](C)CO)C(=O)c2cccc(NC(=O)Nc3ccccc3)c2O[C@H]1CN(C)S(=O)(=O)c1ccc(Cl)cc1	0.3
CC(C)NC(=O)Nc1ccc2c(c1)C(=O)N([C@H](C)CO)C[C@@H](C)[C@@H](CN(C)S(=O)(=O)c1ccc(F)cc1)OCCCC[C@H](C)O2	1.3
C[C@@H]1CCCCO[C@@H](CN(C)S(=O)(=O)c2cccs2)[C@@H](C)CN([C@H](C)CO)C(=O)c2cc(NS(=O)(=O)c3cn(C)cn3)ccc2O1	-4.2

(cont.)
SMILES	TcdB inh
C[C@H]1CN([C@@H](C)CO)C(=O)c2cc(NS(=O)(=O)c3cn(C)cn3)ccc2O[C@H]1CN(C)Cc1ccc(Oc2ccccc2)cc1	0.4
C[C@@H]1CN([C@@H](C)CO)C(=O)c2cc(N(C)C)ccc2O[C@H]1CN(C)S(=O)(=O)c1ccc(F)cc1	0.5
COc1ccc(S(=O)(=O)N(C)C[C@H]2OCc3ccccc3-c3c(n(C)c4ccccc34)C(=O)N([C@@H](C)CO)C[C@H]2C)cc1	0.5
C[C@H](O)C#Cc1cnc2c(c1)C(=O)N([C@H](C)CO)C[C@@H](C)[C@H](CN(C)CC1CCCC1)O2	0.5
C[C@@H]1CCCCO[C@@H](CN(C)CC2CC2)[C@@H](C)CN([C@H](C)CO)C(=O)c2cc(NC(=O)Cc3ccccc3)ccc2O1	0.8
CO[C@H]1CN(C)C(=O)c2ccc(NS(C)(=O)=O)cc2OC[C@H](C)N(C(=O)CC2CC2)C[C@@H]1C	1.4
CCCNC(=O)c1cc2c(c(-c3cccc(-c4ccc(C#N)cc4)c3)n1)[C@H](CCO)N(C(=O)CC)C2	0.7
CC(C)CC#Cc1ccc2c(c1)O[C@H](CN(C)S(=O)(=O)c1ccc(F)cc1)[C@H](C)CN([C@H](C)CO)S2(=O)=O	-2.1
C[C@@H]1CN([C@@H](C)CO)S(=O)(=O)c2ccc(-c3ccccc3F)cc2O[C@@H]1CN(C)S(C)(=O)=O	1.5
Cc1noc(C)c1NC(=O)Nc1ccc2c(c1)C(=O)N([C@@H](C)CO)C[C@H](C)[C@H](CN(C)C(=O)Nc1ccc(C(F)(F)F)cc1)OCCCC[C@H](C)O2	-0.2
CC(=O)N1CC(=O)N2[C@H](CO)[C@@H](c3ccc(C#Cc4cccnc4)cc3)[C@@H]2C1	0.5
O=C(c1cccc(F)c1)N1CCCCN2[C@H](C1)[C@@H](c1ccc(-c3cccnc3)cc1)[C@@H]2CO	-1.3
CCC(=O)Nc1ccc2c(c1)C(=O)N(C)[C@H]1CC[C@@H](CC(=O)NC3Cc4ccccc4C3)O[C@H]1CO2	0.5
CCCNC(=O)N(C)C[C@H]1Oc2cc(-c3cccnc3)ccc2S(=O)(=O)N([C@@H](C)CO)C[C@H]1C	0.4
Cc1noc(C)c1S(=O)(=O)Nc1ccc2c(c1)C(=O)N([C@@H](C)CO)C[C@@H](C)[C@@H](CN(C)S(=O)(=O)c1cn(C)cn1)OCCCC[C@H](C)O2	0.1
COc1ccc(NC(=O)N2C[C@H]3[C@@H](c4ccccc42)[C@@H](CO)N3C(=O)C2CCCC2)cc1	-0.3
N#C[C@@H]1[C@@H](c2ccc(C#CC3(O)CCCC3)cc2)[C@@H](CO)N1C(=O)C1CCCCC1	1.4
COc1ccc(CNC(=O)C[C@@H]2CC[C@H]3[C@@H](COc4ccc(NC(=O)C(C)C)cc4C(=O)N3C)O2)cc1	0.8
C[C@@H]1CN([C@H](C)CO)S(=O)(=O)c2ccc(-c3cccc(C(=O)N(C)C)c3)cc2O[C@@H]1CN(C)Cc1ccc2c(c1)OCO2	-0.8
CC(C)C#Cc1ccc([C@H]2[C@H](C#N)N(C(=O)C3CCC3)[C@H]2CO)cc1	-0.3
CO[C@H]1CN(C)C(=O)c2cc(NS(=O)(=O)CC(F)(F)F)ccc2OC[C@@H](C)N(C(=O)c2ccc3c(c2)OCO3)C[C@@H]1C	0.2
O=C(N[C@H]1CC[C@@H](CCn2cc(Cc3ccccc3)nn2)O[C@H]1CO)c1cnccn1	0.1
C[C@@H]1CN([C@H](C)CO)C(=O)c2cc(NS(=O)(=O)c3cn(C)cn3)ccc2O[C@@H]1CN(C)C(=O)Nc1cccc2ccccc12	-1.3
O=C(C1CCCCC1)N1CC[C@@H]2[C@@H](CO)Nc3ccc(Br)cc3[C@@H]21	-0.1
C[C@@H]1CN([C@@H](C)CO)C(=O)c2cc(C#CC(C)(C)O)cnc2O[C@H]1CN(C)C(=O)CN(C)C	-1.1
CN(C)C(=O)c1cccc(-c2ccc3c(c2)[C@@H]2[C@@H](CCN2C(=O)c2ccccc2F)[C@H](CO)N3)c1	3.0
O=C(C[C@H]1C=C[C@H](NC(=O)C2CCOCC2)[C@H](CO)O1)NCC1CC1	1.0
Cc1noc(C)c1NC(=O)N(C)C[C@H]1Oc2ccc(NS(=O)(=O)c3ccc(F)cc3)cc2C(=O)N([C@@H](C)CO)C[C@@H]1C	0.3
COCC(=O)N1[C@H](CO)[C@@H](c2ccccc2-c2ccccc2)[C@@H]1C#N	0.4
COc1ccc2c3c(n(C)c2c1)[C@H](CO)N(Cc1ccc2c(c1)OCO2)CC31CCN(C)CC1	-4.5
CC(C)NC(=O)Nc1ccc2c(c1)C(=O)N([C@@H](C)CO)C[C@@H](C)[C@H](CN(C)Cc1ccc(Cl)c(Cl)c1)O2	0.4
C/C=C/c1ccc([C@@H]2[C@H](CO)N(C(C)=O)[C@H]2CN(CC)C(=O)CN(C)C)cc1	-0.1
O=C(c1cccnc1)N1CCCCN2[C@H](CO)[C@@H](c3ccc(C#Cc4ccccn4)cc3)[C@H]2C1	-0.7
CCC(=O)N1[C@H](CO)[C@@H](c2ccccc2-c2cccc(C)c2)[C@@H]1C#N	2.3
CC(=O)N(C)C[C@H]1Oc2cc(-c3ccc(C#N)cc3)ccc2S(=O)(=O)N([C@@H](C)CO)C[C@H]1C	-1.3
COc1ccc2c3c(n(C)c2c1)[C@H](CO)N(C(=O)Nc1ccc(F)cc1)CC31CN(C(=O)CN2CCOCC2)C1	-0.2
CC(C)NC(=O)N(C)C[C@@H]1OCCCC[C@@H](C)Oc2ccc(N(C)C)cc2C(=O)N([C@@H](C)CO)C[C@H]1C	-11
C[C@H]1CN([C@@H](C)CO)C(=O)c2cc(/C=C/c3ccccc3)cnc2O[C@H]1CN(C)Cc1ccncc1	1.1
CCNC(=O)[C@H]1[C@H](CO)[C@H]2Cn3c(cccc3=O)[C@@H]1N2Cc1cccc(Cl)c1	0.4
C[C@H](CO)N1C[C@H](C)[C@H](CN(C)C(=O)NC2CCCCC2)Oc2ccc(NS(C)(=O)=O)cc2C1=O	-1.2
CN(C)CC(=O)N[C@H]1CC[C@@H](CCn2cc(C3CC3)nn2)O[C@@H]1CO	-1.1
COCC#Cc1ccc2c(c1)O[C@H](CN(C)Cc1ccncc1)[C@H](C)CN([C@@H](C)CO)S2(=O)=O	-0.3
C[C@H]1CN([C@@H](C)CO)C(=O)c2cc(C#CC3(O)CCCC3)cnc2O[C@H]1CN(C)C(=O)Cc1ccccc1	1.6
C[C@H]1CN([C@@H](C)CO)C(=O)c2cc(-c3ccccc3)cnc2O[C@H]1CN(C)C(=O)Cc1cccnc1	-1.9
C[C@H](CO)N1C[C@H](C)[C@@H](CN(C)Cc2ccc(C(=O)O)cc2)Oc2ccc(NS(=O)(=O)c3ccccc3)cc2CC1=O	0.3
C[C@@H]1CN([C@H](C)CO)C(=O)c2cccc(NC(=O)CCCCCC(=O)Nc3ccccc3N)c2O[C@H]1CN(C)C(=O)Nc1ccc(C(F)(F)F)cc1	-0.2
C[C@H]1CN([C@@H](C)CO)C(=O)Cc2cc(NC(=O)Nc3ccccc3)ccc2O[C@@H]1CN(C)S(C)(=O)=O	-0.9
O=C(N[C@H]1CC[C@H](CCn2cc(C3CCCCC3)nn2)O[C@H]1CO)c1cccnc1	1.1
O=C(NC1Cc2ccccc2C1)[C@H]1[C@H](CO)[C@H]2Cn3c(ccc(C4=CCCCC4)c3=O)[C@@H]1N2CC1CC1	0.1
C[C@H](CO)N1C[C@H](C)[C@@H](CN(C)C(=O)Nc2ccc(F)cc2)Oc2c(NC(=O)c3cnccn3)cccc2C1=O	-2.6

Some of the compounds tested; the hit share may differ from the screen's.
